DDE Tn7 FP inh: inhibitors of Tn7 peptide binding to fibrin DD(E), primary screen, biochemical, fluorescence polarization, human fibrin, Tn7 probe. Fibrinogen beta chain (Homo sapiens), P02675. 370,000 tested, 0.13% active. inhibition, % at 8.3 µM. FP displacement of FITC-Tn7 peptide from fibrin DD(E); 0% = median of compound wells per plate;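 active = inhibition above the mean of compounds falling within the control limits plus 3 SD of them, cut at about 14% in these data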;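 note: 0% = plate median of compound wells and 100% = 10 µM Aha-Tn7 peptide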
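Measure: % inhibition scaled between sample-field median and high-control FP; Test system: human fibrin DD(E); Quantity: 2 µM final DD(E) protein; Doses: one dose, 8.3 µM nominal; Schedule: compound with protein 10 min, then 3 h after probe, room temperature; Detection: fluorescence polarization; Medium: Tris buffer with calcium and detergent, pH 7.8.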
ADAM10 inh: human ADAM10 inhibitors, primary screen, biochemical, QFRET, HTS; inhibition, % at 7 µM; recombinant ADAM10, EDANS/DABCYL FRET peptide cleavage, 3 h; AID 720582, 2013; 370,000 tested, 0.62% active;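 active = inhibition above a per-campaign cutoff equal to the mean of compounds falling between control-based bounds plus 3 SD, cut at about 20% in these data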;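 note: 0% = DMSO wells while the 100% control is not disclosed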
ARFGAP1 inh: inhibitors of rat ARFGAP1 GAP activity, primary screen, biochemical, fluorescence polarization, GDP tracer | 360,000 tested, 0.26% active | ADP-ribosylation factor GTPase-activating protein 1 (Rattus norvegicus), Q62848 | Arfgap1-stimulated ARF1 GTP hydrolysis, GDP FP detection | AID 651572, 2012 | inhibition, % at 16.5 µM;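 active = inhibition above a per-plate limit, mean inhibition of low control wells plus 3 SD, cut at about 25% in these data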;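 note: 0% = DMSO wells with enzyme and 100% = wells lacking Arfgap1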
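System: truncated rat Arfgap1 GAP domain / Medium: HEPES-based buffer, pH 7.5 / Also added: N-terminally truncated human ARF1-GTP substrate / Incubation: enzyme reaction 120 min at 25 °C after 20 min preincubation / Measured by: FP of antibody-bound GDP Alexa 633 tracer, ex 620/em 688 nm / Replicates: singlicate, each compound tested once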
ASAP1 GAP inh: inhibitors of human ASAP1 ArfGAP activity, primary screen, biochemical, fluorescence polarization; ASAP1-stimulated ARF1 GTP hydrolysis, GDP FP detection; inhibition, % at 16.5 µM; 360,000 tested, 0.19% active; Arf-GAP with SH3 domain, ANK repeat and PH domain-containing protein 1 (Homo sapiens), …; in the data active = inhibition above about 25%;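 note: 0% = vehicle with enzyme and substrate and 100% = no enzyme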
proKLK7 act: proKLK7 zymogen activators, primary screen, biochemical, fluorescence intensity; Kallikrein-7 (Homo sapiens), P49862; purified proKLK7, EDANS-DABCYL substrate fluorescence; 100% is mature enzyme control, 0% vehicle; activation, % at 7 µM; 370,000 tested, 0.9% active; AID 652039, 2013;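 active = activation above the mean of all tested compounds plus 3 SD, computed per campaign excluding outliers beyond control limits, cut at about 13% in these data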
ADAM17 inh: ADAM17 inhibitors, primary screen, biochemical, QFRET; 370,000 tested, 0.83% active; AID 720648, 2013; recombinant ADAM17, EDANS/DABCYL FRET peptide cleavage; inhibition, % at 6.95 µM;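 active = inhibition above the mean of compounds lying between control limits plus 3 SD, set per campaign, cut at about 8.5% in these data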;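 note: 0% = DMSO-only wells as the low control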
PLC-gamma1 inh: PLC-gamma1 enzyme inhibitors, primary screen, biochemical, fluorescence, purified enzyme | 370,000 tested, 0.84% active | inhibition, % at 12.2 µM | fluorogenic substrate; in the data active = inhibition above about 9.5%
TDP2 absorb: human TDP2 enzyme inhibitors, primary screen, biochemical, epi absorbance, recombinant enzyme; AID 720702, 2013; inhibition, % at 12.8 µM; 370,000 tested, 0.34% active; T5PNP hydrolysis, p-nitrophenol absorbance 415 nm;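 active = inhibition above the mean of all tested compounds plus 3 SD, set per campaign, cut at about 25% in these data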;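 note: 0% = DMSO with enzyme and 100% = buffer with substrate but no TDP2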
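Assay system: recombinant human TDP2 / Reagent: T5PNP substrate at 5 mM, a TopII-DNA adduct mimic / Measured by: epi absorbance from released p-nitrophenol / Evaluation: % inhibition relative to enzyme-containing and enzyme-free wells / Control set: enzyme-free and DMSO wells / Replicates: each compound tested once, singlicate / Schedule: enzyme reaction with compound for 2 h at 37 °C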
LEDGF integ inh: blockers of LEDGF/p75-dependent integrase strand transfer – biochemical, TR-FRET, high throughput, primary screen. 370,000 tested, 0.64% active. HIV-1 integrase (with human LEDGF/p75). TR-FRET IN-LEDGF/p75 DNA integration, Eu/Cy5. inhibition, % at 3.7 µM;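 active = inhibition above the screen-wide mean plus 3 SD, cut at about 13% in these data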;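 note: signal is the Cy5 over europium emission ratio at 671 and 618 nm; 0% = plate median of compound wells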
DDE Tn6 FP inh: inhibitors of Tn6 peptide binding to fibrin DD(E), primary screen, biochemical, fluorescence polarization, human fibrin, Tn6 probe; 370,000 tested, 0.21% active; inhibition, % at 8.3 µM; Fibrin DD(E) TRITC-Tn6 fluorescence polarization displacement;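 active = inhibition above a per-campaign cutoff: mean of compounds within control limits plus 3 SD, cut at about 15% in these data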;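 note: 0% = median of all compound wells on the plate and 100% = blocking peptide control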
Active calls of the source: *; i = inactive; x = not tested or not shown.

TDP2 absorb	ADAM10 inh	DDE Tn6 FP inh	proKLK7 act	ASAP1 GAP inh	DDE Tn7 FP inh	ADAM17 inh	PLC-gamma1 inh	LEDGF integ inh	ARFGAP1 inh	mol
-4	-4	8	1.3	-7	3	1	1	-4	10	Cc1ccccc1-n1nnnc1SC(C)C(=O)NC1CCCc2ccccc21 (stereo not drawn)
-13	-3	-2	-0.5	-3	-2	2	-40	2	14	CC(C)c1ccc(C=NNc2ccc([N+](=O)[O-])cn2)cc1
14	2	-8	-0.2	-2	-11	-1	3	2	-3	O=C(c1ccccc1)N1CCN(CC2CC=CCC2)CC1 (stereo not drawn)
21	-3	2	-0.4	-4	3	1	-1	-1	-21	O=C1CCC(C(=O)N2CCc3c(Cl)cccc3C2)CN1CCCN1CCOCC1 (stereo not drawn)
-4	-17	0	0.6	15	-3	-3	-38	0	7	Cc1ccc(C(=O)Nc2nc(-c3ccc4c(c3)OCCO4)cs2)o1
5	-1	-8	0.7	0	0	-1	0	45*	5	CN1CCN(C(=O)/C(=C/c2ccccc2Cl)NC(=O)c2ccccc2)CC1
-13	-5	5	-0.6	14	-1	4	-1	2	-2	O=C(CNS(=O)(=O)c1cccs1)NCc1ccccc1
6	-7	5	-0.3	-4	-8	-1	2	0	3	O=C(CSc1ncn[nH]1)Nc1c(Br)cc([N+](=O)[O-])cc1Br
-10	-14	6	-0.6	-4	-3	-3	-1	0	-8	COCCn1c(SCC(=O)NC(=O)NCc2ccccc2)nc2ccccc2c1=O
-1	-7	-2	0.6	6	-2	0	-3	4	14	COc1ccc(-n2c(Cc3cccn3C)nnc2SCC(=O)Nc2cccc(NC(C)=O)c2)cc1
-3	6	-7	0.1	-7	7	-5	1	-6	8	CCn1c(=O)c2c(nc3n2CCCN3c2cccc(C)c2)n(C)c1=O
-3	0	0	0.0	3	-5	2	0	2	0	O=C(Nc1cccnc1)c1ccc(NC(=O)c2ccco2)cc1

Record cards, from the list above.
Listed for CCn1c(=O)c2c(nc3n2CCCN3c2cccc(C)c2)n(C)c1=O : TDP2 absorb = -3; ADAM10 inh = 6; DDE Tn6 FP inh = -7; proKLK7 act = 0.1; ASAP1 GAP inh = -7; DDE Tn7 FP inh = 7; ADAM17 inh = -5; PLC-gamma1 inh = 1; LEDGF integ inh = -6; ARFGAP1 inh = 8
Listed for O=C(CSc1ncn[nH]1)Nc1c(Br)cc([N+](=O)[O-])cc1Br : TDP2 absorb = 6; ADAM10 inh = -7; DDE Tn6 FP inh = 5; proKLK7 act = -0.3; ASAP1 GAP inh = -4; DDE Tn7 FP inh = -8; ADAM17 inh = -1; PLC-gamma1 inh = 2; LEDGF integ inh = 0; ARFGAP1 inh = 3

More compounds follow:
TDP2 absorb	ADAM10 inh	DDE Tn6 FP inh	proKLK7 act	ASAP1 GAP inh	DDE Tn7 FP inh	ADAM17 inh	PLC-gamma1 inh	LEDGF integ inh	ARFGAP1 inh	mol
9	-5	1	-0.1	-3	5	-1	1	1	2	CC(=O)c1c(C)[nH]c(C(=O)OCC(=O)Nc2ccc([N+](=O)[O-])cc2Cl)c1C
6	-9	3	0.4	-13	-4	-3	0	-1	-3	O=C(O)CCC(=O)N1CCN(c2ncccn2)CC1
-2	3	2	0.2	-8	-4	-2	-1	-1	-4	CCc1ccc(NC(=O)CS(=O)CC(=O)Nc2ccc(F)cc2F)cc1 (stereo not drawn)
-6	1	6	0.6	1	10	-1	-3	-1	1	COc1ccnc2c1c(=O)n(Cc1cccc(F)c1)c(=O)n2C
-6	3	-3	0.0	16	-4	2	11*	-2	5	Cc1c(C(=O)NCc2cccnc2)sc2ncn(CC(=O)N3CCCCC3C)c(=O)c12 (stereo not drawn)
7	-3	7	0.5	6	1	5	4	-3	3	CC(c1ccccc1)N1C(=O)C2C3CCC(C3)C2C1=O (stereo not drawn)
11	5	-5	0.0	-1	6	1	2	0	-3	CC(Oc1ccc(Cl)cc1Cl)C(=O)NCCC1=CCCCC1 (stereo not drawn)
-5	-14	6	-0.2	-28	4	-4	2	-1	-14	CC(Sc1ccc(S(=O)(=O)N2CCN(C)CC2)cn1)C(=O)NC1CCCC(C)C1C (stereo not drawn)
-3	3	4	-0.5	11	0	3	3	-3	-5	CSc1ccc(Cl)c(C(=O)Nc2nccs2)c1
4	0	-14	0.4	-2	-2	2	1	-2	7	COc1ccccc1-c1ccc([C@@H]2C[C@H]3[C@H](CON3C)CN2C(=O)c2ccc(-c3ccccc3)cc2)cc1
-1	0	9	0.3	6	5	-7	-1	1	1	C[C@H](CO)N1C[C@H](C)[C@@H](CN(C)C(=O)Nc2ccccc2)Oc2c(NC(=O)Nc3ccc4c(c3)OCO4)cccc2C1=O
5	-4	1	0.4	-5	-3	-2	-3	-3	8	CC1=C(C(=O)N(C(C)C)C(C)C)CC(CC(=O)NCCN2CCOCC2)C(=O)N1CCC1=CCCCC1 (stereo not drawn)
5	5	0	-0.5	19	-1	-5	2	-3	10	COC(=O)c1c(S(=O)(=O)N2CCOCC2)c(C)n(C)c1C
-21	2	2	-0.1	1	5	3	7	0	8	O=C(c1cnsn1)N1CCN(c2ccccc2)CC1
-4	-6	6	-0.3	6	4	-3	-1	4	-11	Cc1ccc(S(=O)(=O)N2CCCC(C(=O)NCCC(C)C)C2)cc1 (stereo not drawn)
-7	-12	6	0.7	3	-6	-8	-6	0	-2	Cc1ccc2cc(COC(=O)c3ccco3)c(=O)[nH]c2c1
-5	-2	0	-0.3	-7	-3	-4	0	1	-4	Cc1c(Br)c(C(F)(F)F)nn1CC(=O)NCCCn1ccnc1
-16	-3	-2	-0.2	-2	2	-1	0	3	1	CCCOC(=O)c1ccc(NC(=O)Oc2ccccc2)cc1
-11	12	1	0.6	8	-1	1	4	2	-8	Cc1ccc(S(=O)(=O)c2c(C)nn(C(C)(C)C)c2OC(=O)c2ccco2)cc1
4	-8	2	-0.3	-6	-5	-3	0	1	-5	Cn1cc(CNC(=O)C2CCC(=O)N(Cc3cccc(C(F)(F)F)c3)C2)cn1 (stereo not drawn)
4	-1	-2	0.0	2	11	-4	-1	-2	1	Cc1cccc(OC(=O)c2sc(Cl)nc2C)c1
6	-4	-6	-0.1	4	6	-3	0	-3	1	CCOC(=O)c1[nH]c(C)c(C(=O)c2cc(F)ccc2F)c1C
-8	8	-4	0.8	-7	-8	0	7	3	13	CCc1ccc2[nH]c3nc(SCC(=O)NNC(=O)c4ccc(C(C)(C)C)cc4)nnc3c2c1
-5	-317	5	-104	13	8	-113	i	-4	15	COc1ccc(C(C(=O)NCc2ccccc2)n2c(=O)c(-c3cc4ccccc4[nH]3)nc3ccccc32)cc1 (stereo not drawn)
-11	4	2	-0.4	2	7	-3	-3	2	6	O=C(C1=C[C@H](c2ccc(C(F)(F)F)cc2)C[C@H](OCCCCO)O1)N1CCN(Cc2ccccc2)CC1
-2	-42	-4	0.3	-8	-2	-17	-20	0	-3	CCc1ccc2[nH]c(=O)c(C(c3nnnn3CC3CCCO3)N3CCN4CCCC4C3)cc2c1 (stereo not drawn)
-4	-2	1	-0.5	4	-1	-1	0	-3	1	COC(=O)c1ccc(/C=N/NC(=O)CNc2cccc(C)c2)cc1
-2	4	4	0.2	20	-3	0	2	3	4	O=C(Nc1cccc(C(=O)O)c1)/C(=C/c1ccc([N+](=O)[O-])cc1)NC(=O)c1ccccc1
8	-3	3	-0.2	-6	-3	-2	-4	48*	-5	COc1cccc(SCc2noc(C(=O)NCc3ccccc3)c2C(=O)NCc2ccccc2)c1
4	-5	-4	0.3	2	-6	-3	-1	5	-2	O=c1c(CN2CCN(Cc3ccccc3)CC2)coc2ccc(Cl)cc12
-20	13	-1	0.6	12	3	6	-10	-4	6	COc1ccccc1C(=O)Nc1ccc(N2CCCCC2)cc1
8	-4	2	0.0	x	11	2	-4	-2	x	COc1ccc([C@H](C#Cc2ccccc2)CC(=O)O)cc1OC1CCCC1
23	2	-4	-0.3	-14	1	0	4	2	-13	Cc1ccc(NC2CC(C)NC(=S)N2)cc1 (stereo not drawn)
8	20*	-3	-0.1	-2	10	11*	-3	-2	-10	COC(=O)Nc1ccc(S(=O)(=O)N2CCC(Cc3ccccc3)CC2)cc1
-5	1	-2	0.1	-10	1	-3	0	2	6	CCCCc1nc2ccccc2[nH]1
-1	-8	5	-0.8	4	3	-4	1	-3	8	O=C(CCC(=O)Nc1ccc(F)cc1)N/N=C/c1ccc(O)cc1
-10	14	-4	0.7	15	-9	4	1	0	-1	CCCOC(=O)c1ccc(NC(=O)c2ccccc2[N+](=O)[O-])cc1
11	3	-9	-0.2	4	-9	-4	-2	3	6	COC(=O)c1ccccc1NC(=O)CN(C)S(=O)(=O)c1ccc(OC)c(C)c1
